Screens as filed in PubChem BioAssay.
POLB inh = DNA polymerase beta (human) inhibition. P06746. Potency, µM (doses to about 114 µM), without a hit: at the highest dose activity change, negative = inhibition, usual class: inhibitors. AID 485314. Pol beta primer extension/strand displacement, fluorescence kinetic. 340,000 tested, 1.3% active; further: on the % scale 0 is the no-effect control and ±100 the full control effect
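Pol beta (10 nM) was preincubated with compound for 15 min at room temperature. The reaction was then started with 50 nM substrate and read immediately and after a further 10 min at room temperature.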
BAZ2B inh = inhibitors of human BAZ2B bromodomain; Q9UIF8; AlphaScreen BAZ2B-H3K14Ac peptide displacement; 360,000 tested, 4.4% active; Potency, µM (series often up to 114 µM), inactives show at the highest dose activity change, negative = inhibition, actives largely listed as inhibitors; further: on the % scale 0 is the no-effect control and ±100 the full control effect; nearly all actives have a fitted effect of over 60% in size
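Protein-peptide AlphaScreen: BAZ2B 50 nM, b-H3K14Ac 50 nM, 1x PBS pH 7.4 + 0.01% Tween-20. Preincubation 30 min RT; cpd 30 min RT (top 110 uM); beads 20 min RT, light-protected.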
BLM helicase inh = blocks DNA unwinding by human BLM helicase | 350,000 tested, 0.2% active | Potency, µM (titrated, usually from 56.1 µM), inactives show at the top dose activity change, negative = inhibition, hits mostly inhibitors | recombinant BLM DNA unwinding, fluorescence dequenching;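 further: plate controls were vehicle for no effect and no enzyme for full effect; nearly all actives have a fitted effect of over 35% in size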
POLH inh = blocks human DNA polymerase eta activity; Q9Y253; 390,000 tested, 1.2% active; AID 588591; recombinant Pol eta, fluorescent DNA replication assay; Potency, µM (series often up to 114 µM), for the others: at the top dose activity change, negative = inhibition, actives largely listed as inhibitors; further: on the % scale 0 is the no-effect control and ±100 the full control effect
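Fluorescent replication assay: 50 nM final substrate added after a 15 min room-temperature compound preincubation with 10 nM enzyme. Signal taken at 0 min and again at 10 min.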
Anesthetic bind = binds horse apoferritin like a general anesthetic | Potency, µM (highest dose often 77.5 µM), inactives show top-dose activity change, negative = displacement, actives largely listed as inhibitors | P02791 | apoferritin/1-aminoanthracene competitive binding, fluorescence | 350,000 tested, 0.074% active; further: on the % scale 0 is the no-effect control and ±100 the full control effect; nearly all actives have a fitted effect of over 20% in size
Target sequence (P02791 2-175 limits assumed): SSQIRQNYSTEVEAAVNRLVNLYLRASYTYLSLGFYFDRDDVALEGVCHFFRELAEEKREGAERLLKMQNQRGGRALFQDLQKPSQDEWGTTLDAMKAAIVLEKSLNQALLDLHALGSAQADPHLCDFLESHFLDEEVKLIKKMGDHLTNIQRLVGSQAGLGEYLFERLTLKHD
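Apoferritin-based anesthetic binding model; compound displacement of fluorescent 1-AMA measured as endpoint fluorescence after 10 minutes at room temperature, scaled to free-ligand and complex controls.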
POLI inh = blocks human DNA polymerase iota activity; Pol iota fluorescent replication assay, 10 min; Potency, µM (series often up to 115 µM), without a hit: top-dose activity, negative = inhibition, most hits filed as inhibitors; 390,000 tested, 1% active; AID 588590
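Pol iota at 10 nM preincubated 15 min with compounds at room temperature; reaction started with fluorescent substrate, 50 nM final. Fluorescence read kinetically at 0 and 10 min; buffer-only wells as negative control.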
G9a block = blocks human histone lysine methyltransferase G9a | Q96KQ7 | G9a H3K9 monomethylation, AlphaScreen, 2 h | Potency, µM (series often up to 102 µM), for the others: at the highest dose activity, negative = inhibition, most hits filed as inhibitors | 350,000 tested, 8.8% active | AID 504332; further: on the % scale 0 is the no-effect control and ±100 the full control effect; nearly all actives have a fitted effect of over 75% in size
Target sequence (Q96KQ7 913-1193 limits assumed): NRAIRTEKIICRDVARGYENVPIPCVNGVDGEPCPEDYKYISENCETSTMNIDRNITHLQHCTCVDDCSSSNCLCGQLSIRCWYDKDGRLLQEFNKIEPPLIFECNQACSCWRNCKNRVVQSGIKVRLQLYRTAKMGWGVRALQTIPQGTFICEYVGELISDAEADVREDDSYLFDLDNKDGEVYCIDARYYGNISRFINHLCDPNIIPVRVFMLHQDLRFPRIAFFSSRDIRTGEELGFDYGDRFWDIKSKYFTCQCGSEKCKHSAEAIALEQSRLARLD
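AlphaScreen detection with an anti-monomethyl H3K9 antibody quantified product after a 2 h room-temperature reaction containing 500 nM biotinylated H3K9 peptide, 20 µM SAM and 20 nM enzyme, which had been preincubated 15 min with compound.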
POLK inh = DNA polymerase kappa (human) inhibition | purified Pol kappa, fluorescent DNA synthesis assay, 10 min | Potency, µM (series often up to 107 µM), for inactives: at the top dose activity, negative = inhibition, usual class: inhibitors | 400,000 tested, 0.53% active; further: on the % scale 0 is the no-effect control and ±100 the full control effect
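Kinetic fluorescence screen: compound preincubated 15 min RT with 10 nM enzyme; 50 nM substrate (final) initiates; reads at 0/10 min.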
APE1 inh = blocks human APE1 abasic DNA cleavage | recombinant APE1, TAMRA/BHQ-2 abasic DNA cleavage fluorescence | Potency, µM (titrated, usually from 65.8 µM), without a hit: at the highest dose activity change, negative = inhibition, usual class: inhibitors | 350,000 tested, 0.35% active | AID 2517;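 further: plate controls were vehicle for no effect and reference inhibitor for full effect; nearly all actives have a fitted effect of over 55% in size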
Target sequence (P27695 whole entry, looked up): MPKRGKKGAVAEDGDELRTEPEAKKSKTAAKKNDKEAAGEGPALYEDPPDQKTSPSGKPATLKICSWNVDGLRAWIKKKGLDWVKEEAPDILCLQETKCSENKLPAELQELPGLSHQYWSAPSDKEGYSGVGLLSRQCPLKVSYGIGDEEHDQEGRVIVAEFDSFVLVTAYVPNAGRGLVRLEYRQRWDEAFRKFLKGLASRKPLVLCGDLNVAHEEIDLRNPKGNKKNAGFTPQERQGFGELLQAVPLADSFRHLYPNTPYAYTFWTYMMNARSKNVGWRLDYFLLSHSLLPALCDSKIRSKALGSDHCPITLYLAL
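Measures dequenching upon AP-site incision of a 5'-TAMRA/3'-BHQ-2 THF-containing duplex, 50 nM; human APE1 0.75 nM after 15 min room-temperature exposure to compound; kinetic three-point read at one-minute spacing.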
Numbers without * were called inactive; ? = inconclusive; nt = no result given; [ ] = another dose, or the depositor's remark. The call rests on the fitted dose curve; in most records, active means well fitted curve in the direction sought with a large enough effect; inconclusive means small, poorly fitted or top-dose-only effect, or another doubt; inactive means no such curve, though single readings can be large; an effect the other way counts as inactive or inconclusive. Potency means the concentration at half of the fitted maximal effect. Not all compounds are listed; the hit share may differ from the screen's.

SMILES,POLB inh,BAZ2B inh,BLM helicase inh,POLH inh,Anesthetic bind,POLI inh,G9a block,POLK inh,APE1 inh
CCOC(=O)Cn1c(O)c(N=NC(=O)OC)c2ccccc21,-1%,-11%,-4%,-16%,-6%,24%,?,-8%,0%
CCCN(CCC)C(=O)Cn1c(=O)n(Cc2ccc(C(=O)NCCc3ccc(OC)c(OC)c3)cc2)c(=O)c2ccccc21,3%,-9%,-1%,?,-20%,5%,-18%[59 µM],-17%,nt
CCOC(=O)c1cc(NC(=O)CN2CCCC2)cc(C(=O)OCC)c1,9%,-4%,3%,11%,-14%,7%,-20%,-10%,9%
CCCCC1=CC2=CC(=O)C(C)(OC(=O)CC)C(=O)C2=CN1CCc1ccc(Br)cc1 (centres undefined),?,-27%,-7%[12.4 µM],-12%,-21%,49%,-42%[59 µM],-3%,-3%[12.4 µM]
Cc1ccsc1S(=O)(=O)N1CCC(CO)(CC2CCCCO2)CC1 (centres undefined),26%,-15%,2%,-4%,-9%,108%[activator],6%,-3%,5%
NCCC(=O)N1c2ccccc2Sc2ccccc21,18%,3%,-7%,-4%,-7%,30%,nt,-15%,4%
CC(C)NC(=O)c1cnn2c1NC(c1cccs1)CC2C(F)(F)F (centres undefined),1%,10%,4%,-5%,5%,-10%,23%[59 µM],-7%,1%
CCOC(=O)Cc1csc(SCC(=O)NC2CCS(=O)(=O)C2)n1 (centres undefined),nt,-5%,nt,-21%,nt,-4%,5%[12.7 µM],4%,13%
CCc1ccc(N(CC)C(=O)c2cc3c(=O)oc4ccc(C)cc4c3s2)cc1,-4%,-1%,-6%,-20%,-7%,18%,-5%[59 µM],-7%,nt
COc1ccc(S(=O)(=O)N2CCC3(CC2)CC(=O)c2ccccc2O3)cc1OC,nt,7%,nt,3%,nt,9%,-2%,-16%,-8%

A few values from the results shown.
POLH inh with Cc1ccsc1S(=O)(=O)N1CCC(CO)(CC2CCCCO2)CC1 (centres undefined) stands at -4%
BAZ2B inh with CCCN(CCC)C(=O)Cn1c(=O)n(Cc2ccc(C(=O)NCCc3ccc(OC)c(OC)c3)cc2)c(=O)c2ccccc21 stands at -9%

Other structures
SMILES,POLB inh,BAZ2B inh,BLM helicase inh,POLH inh,Anesthetic bind,POLI inh,G9a block,POLK inh,APE1 inh
Cc1ccc(OCCCCN2CCc3ccccc3C2)c(C)c1,35%,8%,-2%,-4%,-3%,-3%,5%[0.501 µM],-13%,-2%
CCOC(=O)c1ccccc1NC(=O)CSc1ncc2c(n1)-c1ccccc1N(CC)S2(=O)=O,-15%,1%,-5%,-29%,-20%,24%,18%[59 µM],-1%,nt
COCCn1c(N)c(N(Cc2ccccc2)C(=O)CSCC(=O)Nc2ccc(C)cc2)c(=O)[nH]c1=O,nt,-4%,nt,-8%,nt,9%,32µM*,-13%,16%
CCC(=O)N/N=C(\C)CC(=O)Nc1cc(Cl)ccc1C,9%,-6%,3%,-12%,-11%,14%,15%,-14%,-4%
COc1ccc(C2=NN(C(N)=S)C(c3ccco3)C2)cc1 (centres undefined),2%,?,-7%,-14%,-21%,48%,22µM*,-12%,6%
CCC(=O)Nc1cccc(C2=NOC3(C2)C[C@@H](C(N)=O)N(C(=O)c2ccccc2C(=O)c2ccccc2)C3)c1 (some centres undefined),14%,-4%,-1%,-8%,-4%,-13%,-6%[59 µM],-7%,-4%
COc1ccc2[nH]c(=O)c(CN(CC3CCCO3)C(=S)Nc3ccccc3)cc2c1 (centres undefined),2%,-12%,-7%,2%,-3%,3%,7%,-11%,12%
CCOC(=O)c1sc(N2N=C(C)C(N=Nc3cccc(C)c3)C2=O)nc1C (centres undefined),?,-33%,-28%,40µM*,?,50µM*,50µM*,89µM*,?
Cc1ccc(C(C)NC(=O)CSc2ccc(S(=O)(=O)N3CCOCC3)cn2)cc1C (centres undefined),nt,9%,nt,-18%,nt,-10%,?,-4%,-4%
Cc1nnc(SCC(=O)O)o1,27%,-15%,3%,-22%,1%,65%[activator],-2%,2%,6%
CC(C)CC(=O)Nc1cccc(C(=O)Nc2ccccc2C(=O)O)c1,-5%,2%,1%,-14%,-7%,1%,-34%[59 µM],7%,0%
O=S(=O)(Nc1ccccn1)c1ccc(C2CCCCC2)cc1,0%,-24%,0%,-1%,6%,-8%,-4%[59 µM],3%,-4%
Cn1nnnc1Sc1ncnc2scc(-c3ccc(-c4ccccc4)cc3)c12,nt,nt,nt,-5%,nt,1%,nt,1%,20%
Cc1onc(-c2ccccc2)c1C(=O)OCC(=O)NCc1ccc(F)cc1,3%,3%,-3%,-6%,-12%,92%[activator],-4%,-7%,-3%
COCCCNC(=O)c1cn(C)c(=O)c2cc(OC)c(OC)cc12,41%,-1%,-5%,3%,-6%,12%,-7%[2.33 µM],-10%,-4%
O=C(CSc1nnc(Cn2nnc3ccccc32)o1)Nc1ccc(Cl)cc1,16%,7%,2%,1%,5%,9%,11%[59 µM],-9%,3%
C/C(=N\Nc1ccc2nncn2n1)c1ccccn1,-6%,8.9µM*,2%,-8%,-3%,157%[activator],4%,-6%,2%
CCCn1cc2c(c1-c1cccc(C)c1)c(=O)n(C)c(=O)n2C,-1%,-37%,0%,1%,-5%,9%,?,-16%,-4%
CCOc1ccc(-c2nc(CSCC(=O)NCc3ccc(Cl)cc3)c(C)o2)cc1,-2%,-7%,0%,-7%,2%,8%,-13%[59 µM],-5%[60.1 µM],nt
CC(C)C1Cc2c(sc3[nH]c(=S)n(Cc4ccccc4)c(=O)c23)CO1 (centres undefined),2%,-2%,-11%,-8%,-11%,-11%,4%[59 µM],-3%,4%
C=CCNC(=O)CSc1nc2sc3c(c2c(=O)n1CCC)CCC3,-2%,7%,0%,-11%,-13%,-19%,-13%[59 µM],-24%,22%[12.4 µM]
CC1(C)SC(=S)N(c2ccccc2)C1/[N+]([O-])=C/c1cccc([N+](=O)[O-])c1 (centres undefined),18%,-12%,-7%,-18%,-11%,15%,nt,4%,18%
CCOC(=O)C1=C(C)NC(=S)N(C(C)=O)C1c1ccccc1 (centres undefined),-2%,3%,-6%,2%,5%,?,-2%[59 µM],-16%,11%
CCCCn1c(N)c(Sc2ccc(Cl)cc2)c(=O)[nH]c1=O,2%,-6%,-2%,-12%,-6%,42%[activator],11%[59 µM],1%,2%
CC(C)Oc1ccc(C(=O)Nc2nc3c(s2)CC(C(C)(C)C)CC3)cc1 (centres undefined),20%,2%,2%,-20%,-20%,20%,-9%[59 µM],-3%,nt
Cc1ccc(OCC(=O)Nc2ccc(F)cc2)c([N+](=O)[O-])n1,-10%,-17%,-5%,-18%,-11%,9%,?,-2%,3%
CN(c1ccccc1C(=O)Nc1ccc2c(c1)OCCO2)S(C)(=O)=O,3%,1%,1%,6%,-3%,3%,23%[59 µM],-2%,3%
Cn1c(=O)c2nc3ccc(NC(=O)C(F)(F)F)cc3nc2n(C)c1=O,2%,-1%,-2%,-10%,61%[activator],41%[activator],5%[59 µM],-4%,nt
COCCNC(=O)c1ccc2c(c1)N(Cc1cccc(Cl)c1)C(=O)c1ccccc1S2=O (centres undefined),14%,3%,0%,-14%,-3%,5%,9%[59 µM],-14%[60.1 µM],nt
Cc1cccc(C(=O)Nc2cc(OCc3cccc(F)c3)c(Cl)cc2Cl)c1,-9%,4%,0%,-3%,-2%,17%,30%[59 µM],-12%,8%
CCN(C(=O)CN1C(=O)NC(CCSC)C1=O)C1CCS(=O)(=O)C1 (centres undefined),nt,-5%,nt,1%,nt,-12%,13%[59 µM],5%,-11%
CC1(C)Oc2ccc3ccc(=O)oc3c2/C(=C/Nc2ccc(O)cc2)C1=O,0%,-1%,-8%,-9%,?,90%[activator],-39%,-15%,-7%
COC(=O)N1CCC[C@@]2(CCN(C(=O)Nc3ccc(OC)cc3)C2)C1,nt,nt,-1%,nt,nt,nt,5%[12.7 µM],-13%[60.1 µM],7%
O=C(NCCc1cccs1)C1CC1,-6%,5%,-5%,-11%,5%,-7%[58.9 µM],14%,5%,?
COc1c(O)ccc(/C=C(\C#N)c2nc3ccccc3[nH]2)c1[N+](=O)[O-],0%,40µM*,-25%,?,-2%,55%[activator],7.9µM*,-13%,14%
Cc1ccccc1CS(=O)(=O)Cc1ccc(C(=O)NCCc2ccc(Cl)cc2)o1,-29%,-1%,-3%,-20%,?,-16%,0%[59 µM],3%[60.1 µM],nt
COc1ccc(CC(=O)N/N=C(\C)c2ccccn2)cc1,22%,?,2%,-17%,-15%,144%[activator],-6%[59 µM],-1%,-1%
CC(C)(C)n1nc2c(c1NC(=O)c1ccccc1C(F)(F)F)CS(=O)(=O)C2,-20%,-4%,-1%,-7%,-11%,-2%,24%,-4%,-3%
CC(=O)c1c(C)oc2c1cc(O)c1ccccc12,68%,-9%,-6%,2%,-1%,7%,11%,-18%,-4%
Cc1ccc(NC(=O)Cn2nnc(-c3ccccc3)n2)c(C)c1,51%[activator],0%,3%,-8%,9%,-1%,11%[59 µM],-8%[60.1 µM],nt
COc1ccc(NS(=O)(=O)c2ccc(Cl)s2)cn1,11%,-10%,-2%,-15%,-3%,167%[activator],nt,-6%,-4%
O=C(COC(=O)CNS(=O)(=O)c1cccc(Br)c1)NC(=O)Nc1ccc2c(c1)OCCO2,4%,?,-3%,-15%,-12%,?,16%[59 µM],-9%,-2%
COc1ccc(Cn2c(C)nc3c(c(=O)c4ccccc4n3C)c2=O)cc1,1%,-12%,-10%,-8%,1%,149%[activator],7%,-5%,3%

Single records (already shown):
Cc1ccccc1CS(=O)(=O)Cc1ccc(C(=O)NCCc2ccc(Cl)cc2)o1 is listed with POLB inh: -29%; BAZ2B inh: -1%; BLM helicase inh: -3%; POLH inh: -20%; Anesthetic bind: ?; POLI inh: -16%; G9a block: 0%[59 µM]; POLK inh: 3%[60.1 µM]; APE1 inh: nt
CC1(C)Oc2ccc3ccc(=O)oc3c2/C(=C/Nc2ccc(O)cc2)C1=O is listed with POLB inh: 0%; BAZ2B inh: -1%; BLM helicase inh: -8%; POLH inh: -9%; Anesthetic bind: ?; POLI inh: 90%[activator]; G9a block: -39%; POLK inh: -15%; APE1 inh: -7%
